b-catenin transl = beta-catenin nuclear translocation modulation | HeLa beta-catenin nuclear translocation, immunofluorescence imaging | nuclear translocation activity, % at 5 µM | actives 0.3% (n = 190,000) | AID 1665;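 active means nuclear translocation activity above 50% at 5 µM, with a well cell count of 50 or more; inconclusive means wells under 50 cells across six images, flagged as toxic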;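 further: per-cell ratio of nuclear to cytoplasmic median beta-catenin stain intensity; plate controls were DMSO negative control for no effect and GSK-3 inhibitor IX positive control for full effect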
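Assay system: human HeLa cells, native beta-catenin; doses: 5 µM primary, 0.02–20 µM confirmation; incubation: compound treatment 24 h, 37°C, 5% CO2; technique: fluorescence imaging of beta-catenin antibody stain plus DAPI; measure: % activation, nuclear-to-cytoplasmic median beta-catenin signal ratio per cell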
Autophagy HCS = alters autophagy in cells; MEF GFP-LC3 puncta imaging; test concentration mostly 10 µM; calls only at 10 µM (by protocol); actives 0.98% (n = 190,000);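 active means percentage of spot-positive cells more than 3 SD above its plate mean, without a fluorescence outlier flag or 80% toxicity; inconclusive means no clear call, values can overlap the other calls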;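 further: spot-positive cell cutoff set from DMSO-treated cells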
Ins promoter up = MIN6 insulin promoter up-regulation | AID 1625 | z-score at 5 µM | MIN6 insulin promoter-GFP reporter, high-content imaging; stronger effect = higher value | actives 0.3% (n = 190,000);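 active means z-score above 3 at 5 µM with at least 500 cells counted in the well; inconclusive means wells under 500 cells, flagged as cytotoxic or low count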
West Nile antiviral = West Nile virus antiviral activity, cell-based, CPE readout (AID 1621); West Nile virus-infected cells, CPE inhibition; higher % means a stronger effect; CPE inhibition, % at 10 µM, or IC50 in µM where a hit was titrated; actives 0.02% (n = 290,000); in the data active means a potency from the dose series; inconclusive means CPE inhibition mostly from about 3.7% at the one dose, without a potency; inactive means the rest, 99 in 100 with CPE inhibition below about 2.2%; further: strong numbers were not always called active
Myeloid diff MLP = compounds promoting myeloid differentiation; ER-HoxA9 myeloid progenitors, lysozyme-GFP differentiation, flow cytometry; calls only at 10 µM; actives 1% (n = 360,000); AID 624256;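 active means normalized GFP-positive differentiation at or above the plate's own cutoff, the solvent-only control mean plus 3 SD; inconclusive means no clear call, values can overlap the other calls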;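 further: cells exposed to compound for four days before flow analysis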
WT yeast gro inh = growth inhibition of WT yeast, mitochondrial fusion screen; actives 2.1% (n = 190,000); mitochondrial fusion phenotypic screen, WT strain; inhibition, % at 10 µM; in the data active means inhibition above about 58%; tested in S. cerevisiae
T cell modulator = modulates CD8 T cell binding to vesicles; 2C CD8+ T cell-vesicle binding, flow cytometry; stronger effect = lower value; calls only at 7 µM; actives 0.068% (n = 330,000);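 active means response, share of CD8 T cells binding vesicles, and their 90th percentile fluorescence all below set limits, cut at about 80% in these data, passing the limit was not always enough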
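Test system: purified 2C TCR transgenic mouse naive CD8+ T cells. Probe or stimulus: QL9-peptide-loaded Drosophila micro-vesicles bearing Ld, ICAM-1 and B7-1. Incubation: binding step 1.5 h, 37 °C, antibody labelling 20 min, ice. Measured by: flow cytometry of vesicle-bound cells.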
Lipid droplet = modulators of hepatic lipid droplet formation; AML12 mouse hepatocytes, oleate lipid droplets, BODIPY imaging; inhibition, % at 6.5 µM; actives 0.4% (n = 240,000);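 active means lipid droplet intensity inhibited by at least 50%, with more than 500 cells counted; inconclusive means wells with under 300 cells, treated as cytotoxic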
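Assay system: AML12 hepatocytes (mouse); Probe or stimulus: oleic acid at 100 µM to induce lipid droplet formation; Dosing: compound at 6.5 µM only; Schedule: compound with oleate, overnight; Detection: fluorescence imaging, 20x objective, two fields per well; Measure: % inhibition of lipid droplet signal.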
MT stabilizer = microtubule stabilization, imaging screen; AID 2205; % tubulin-high responders, % at 10 µM; HeLa tubulin immunostaining HCS, 24 h; share of cells brighter than vehicle mean+2SD; actives 0.83% (n = 200,000);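 active means plate Z-score above 3 for both tubulin-high and condensed-nucleus cell shares, with cell loss under 80%, at 10 µM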;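 further: anti alpha tubulin signal scored within the nucleus-defined area of each cell; some results filed as inactive read as strong as hits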
WT yeast gro inh mutant strain = further read-out of WT yeast gro inh, marked with its call; inhibition, %; mitochondrial fusion phenotypic screen, mutant strain inhibition
Ins promoter up cell count = further read-out of Ins promoter up, marked with its call; cell count; measured here: cytotoxicity, nuclei count;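 total cells summed across four imaged fields per well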
Lipid droplet cells 6.5 µM = also measured in Lipid droplet; calls as there; cell count; measured here: cell count, cytotoxicity flag;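 cells counted across two imaged fields per well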
b-catenin transl cell count 5 µM = also measured in b-catenin transl; calls as there; cell count; measured here: cell count, cytotoxicity flag
T cell modulator vesicle-bound % = also measured in T cell modulator; calls as there; double positive events, %; measured here: CD8+ vesicle-bound cell fraction;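 binding gate set so that unloaded-vesicle control wells show 10% double positive cells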
MT stabilizer Hoechst-high % = second read-out of MT stabilizer, no call of its own (marks repeat the call); % Hoechst-high responders; measured here: nuclear condensation Hoechst responders;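 share of cells brighter than vehicle mean plus two SD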
MT stabilizer cytotoxicity % = also measured in MT stabilizer; calls as there; toxicity, %; measured here: cytotoxicity by cell density;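 0% = mean cell density of plate MIN control wells and 100% = no cells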
Autophagy HCS cell loss 18 h = also measured in Autophagy HCS; calls as there; toxicity, %; measured here: cell loss, nuclei count;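 cell loss after 18 h compound exposure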
Myeloid diff MLP GFP+ MAC1+ % = further read-out of Myeloid diff MLP, marked with its call; GFP+ MAC1+ double positive, %; measured here: differentiation confirmed by MAC1 staining
* hit, by the source's call; i = inactive; ? = inconclusive; · = not tested or not shown; + = active, no number.

SMILES	b-catenin transl	b-catenin transl cell count 5 µM	Autophagy HCS	Autophagy HCS cell loss 18 h	Ins promoter up	Ins promoter up cell count	West Nile antiviral	Myeloid diff MLP	Myeloid diff MLP GFP+ MAC1+ %	WT yeast gro inh	WT yeast gro inh mutant strain	T cell modulator	T cell modulator vesicle-bound %	Lipid droplet	Lipid droplet cells 6.5 µM	MT stabilizer	MT stabilizer Hoechst-high %	MT stabilizer cytotoxicity %
COc1ccccc1NC(=O)/C(C#N)=C/c1cc([N+](=O)[O-])ccc1N1CCCC1	-0.6	1163	i	8.2	-0.09	1299	-1.1%	i	0.3	23.9	8.8	i	43.4	1.1	657	7.1	1.9	2.2
Cc1nn(C)c(C(=O)N/N=C/c2cccc(Oc3ccccc3)c2)c1Br	·	·	·	·	·	·	-0.1%	i	0.6	·	·	i	35.0	-50.4	692	·	·	·
Cc1ccc(S(=O)(=O)N2CCC(=O)N(CCO)CC2)cc1	·	·	i	9.2	0.8	1322	-0.5%	i	0.5	-4.0	-11.1	·	·	-3.7	767	3.6	1.4	7.7
COc1cc(-c2nc(C(=O)NCC3CCCO3)cc3c2[nH]c2ccccc23)cc(OC)c1OC (stereo not drawn)	·	·	·	·	·	·	-0.6%	?	·	·	·	i	18.7	12.4	784	·	·	·
Cc1cc(OCCOc2cccc3cccnc23)cc(C)c1Cl	·	·	i	-4.3	·	·	-0.2%	i	0.5	·	·	i	16.3	4.8	847	1.1	1.9	5.1
CC1CCCCN1C(=O)c1ccccc1OC1CCN(S(C)(=O)=O)CC1 (stereo not drawn)	0.3	1008	i	17.9	·	·	-0.5%	i	0.3	-1.9	4.4	i	19.2	-50.9	732	6.2	1.6	6.7
CSc1nnc(CNC(=O)c2ccccc2)n1-c1cccc(C)c1	-0.4	1036	i	-8.3	1.07	1167	-0.3%	i	1.1	-0.8	-12.3	i	12.7	-17.5	760	4.7	2.3	11.6
Cc1ccc2c(c1)cc(CN(Cc1ccco1)C(=O)COc1ccccc1)c1nnnn12	-1.9	901	i	-2.2	-0.51	1082	?	i	1.0	39.6	3.6	i	17.6	·	·	1.4	1.2	6.3
S=C(Nc1cccc(Cl)c1)N1CCOCC1	-2.0	1018	i	-2.4	-0.05	1872	·	i	0.8	2.5	7.8	i	45.7	6.5	723	2.5	1.8	6.6
CN(Cc1ccccc1)c1nc2nonc2nc1N1CCCC(CN2CCCC2=O)C1 (stereo not drawn)	-1.2	1326	·	·	0.47	1150	-1.1%	i	0.6	·	·	i	11.9	1.9	688	·	·	·
COc1ccc(-c2cccc(C(=O)Nc3ccc(C)cc3)c2)cc1	·	·	i	12.7	·	·	-0.4%	i	0.6	-5.5	-11.0	i	24.0	·	·	1.9	1.8	7.2
Cn1c(SCC(=O)c2c(N)n(C)c(=O)n(C)c2=O)nnc1-c1ccccc1	-1.9	445	i	11.0	1.25	1237	0.9%	i	1.1	-6.7	-22.2	i	26.8	-8.0	731	3.2	4.3	4.6
COc1ccc(CNC(=O)c2cccnc2SC)cc1OC	1.3	1071	i	-2.7	-0.44	1221	-0.5%	i	0.2	11.8	14.7	i	41.0	32.9	696	3.5	2.4	1.0
CCCCn1c(SCC(=O)NCc2ccco2)nnc1-c1ccco1	-1.5	815	i	-18.9	-0.15	993	0.2%	i	4.8	-6.7	-3.1	i	44.0	·	·	4.4	2.8	11.6
Cc1ccc(S(=O)(=O)Nc2cc3c(cc2N2CCOCC2)n(C)c(=O)c(=O)n3C)cc1	·	·	·	·	·	·	-0.2%	i	0.5	·	·	i	33.6	-31.6	747	·	·	·
COc1ccc(-c2cc(C(=O)N3CCCC3)c3ccccc3n2)cc1	·	·	·	·	·	·	0.1%	i	2.9	·	·	i	26.6	3.3	710	·	·	·
O=C(O)C1C2CCC(O2)C1C(=O)Nc1cccc(Cl)c1 (stereo not drawn)	·	·	·	·	·	·	0.2%	i	1.0	·	·	i	56.0	3.3	817	·	·	·
CCc1ccc(/C=C/c2c[nH]c3ccccc23)[n+](CC)c1	-2.5	521	i	7.5	?	·	-1.6%	+	4.3*	28.1	-10.7	i	40.6	-3.6	632	1.4	1.5	1.1
CC(C)Cn1c(-c2ccc(Br)cc2)c[nH]c1=S	-1.5	1008	i	0.8	-0.7	1038	-0.3%	i	1.1	40.6	10.9	i	24.3	-47.1	641	0.6	1.0	5.9
C=CCc1ccc(OCC(O)CN2CCC(Cc3ccccc3)CC2)c(OC)c1 (stereo not drawn)	1.7	1163	i	-3.0	-1.25	901	-0.7%	i	0.6	44.4	53.8	i	19.3	-4.5	742	1.1	1.3	4.1
COc1cc2c(cc1O)[C@@H]1Cc3cc(O)c(OC)cc3[C@H](C2)N1C	-0.4	1125	·	·	·	·	0.3%	i	2.8	·	·	i	24.5	9.9	737	·	·	·
CC(=O)c1ccc(N2CCN(S(=O)(=O)c3csc(C(N)=O)c3)CC2)cc1	·	·	·	·	·	·	-0.4%	i	2.0	·	·	i	28.1	21.6	712	·	·	·
COC(=O)c1ccc(/C=C(\C#N)C(=O)NC(C)c2ccccc2)cc1 (stereo not drawn)	-0.5	1162	?	·	-0.15	1461	-0.8%	i	0.0	40.0	31.7	i	51.0	0.0	653	4.8	2.7	5.8
Cc1nnc2n1NC(c1ccc(Cl)cc1)C(C(=O)N(C)C1CCCCC1)S2 (stereo not drawn)	-7.8	979	i	-45.8	-1.05	1452	-0.2%	i	1.2	13.7	12.9	i	20.4	·	·	3.4	2.1	6.2
COc1ccc(N(C)S(=O)(=O)c2ccc3c(c2)oc(=O)n3C)cc1	·	·	i	35.5	0.79	1288	-0.4%	i	0.7	-14.5	-3.6	i	38.4	-2.8	764	2.5	2.6	2.6
CC(=O)c1cc(-c2ccccc2)n(CC(=O)Nc2cccc(C)c2)c1C	-5.5	572	i	1.4	0.32	1373	-1.4%	i	1.2	-1.7	4.0	i	29.4	-3.6	591	1.9	3.5	7.0
CC(C)(C)N(Cc1ccccc1)C(=O)CN1C(=O)c2ccccc2C1=O	·	·	·	·	·	·	-0.1%	i	0.3	·	·	i	26.9	7.9	811	·	·	·
Cc1ccc(C(=O)N/C(=C/c2ccco2)C(=O)NCCc2c[nH]c3ccccc23)cc1C	1.6	1440	i	10.4	-1.02	1342	-0.1%	i	3.7	0.5	3.7	i	25.9	·	·	2.7	1.6	11.6
Cc1coc2cc3oc(=O)c(CCC(=O)NCCCN4CCOCC4)c(C)c3cc12	·	·	·	·	·	·	-1.8%	i	4.3	·	·	i	5.7	0.2	752	·	·	·
O=C1CCCN1c1ccc(S(=O)(=O)NCc2ccc(F)cc2)cc1	·	·	·	·	·	·	-0.4%	i	0.0	·	·	i	29.6	2.0	733	·	·	·
O=C(C1CC(c2ccccc2O)=NO1)N1CCCCC1 (stereo not drawn)	-0.3	1027	i	34.6	0.07	658	-0.7%	i	1.6	-5.8	-8.4	i	28.0	2.1	785	0.8	0.8	0.8
Cc1cc(Nc2ccc(Cl)cc2)nc(N)n1	·	·	i	-8.4	·	·	-1.8%	i	0.7	7.1	13.7	i	49.7	·	·	3.9	1.7	5.4
Cc1ccnc(NC(=O)CCC(=O)N(CC(=O)NCc2ccccc2)Cc2cccs2)c1	4.3	1008	i	-5.2	1.96	1297	-0.8%	i	0.3	-1.7	5.1	i	24.5	-6.4	727	1.6	1.7	0.3
Cc1ccc(C(=O)COC(=O)c2ccc(Br)o2)cc1C	-0.4	1130	i	7.2	-0.14	932	0.1%	i	0.7	15.0	3.1	i	40.4	·	·	9.2	2.8	4.1
CC1(c2ccccc2Cl)NC(=O)N(CC(=O)Nc2ccc3c(c2)OCO3)C1=O (stereo not drawn)	-2.4	1078	i	11.9	-1.13	1356	0.0%	i	0.1	-1.9	-6.4	i	18.2	0.6	714	2.1	2.1	6.2
S=c1[nH]nc(-c2ccccc2)n1/N=C/C=C/c1ccco1	-2.1	1165	i	6.1	-0.24	1426	-0.1%	i	0.7	12.3	12.6	i	20.4	8.7	635	5.3	2.1	9.5
CCOc1ccc(OCC)c(S(=O)(=O)n2cnc(C)c2)c1	·	·	·	·	·	·	0.3%	i	0.8	·	·	i	56.7	-25.7	761	·	·	·
Cc1ccc(C(=O)N/C(=C/C=C\c2ccccc2)C(=O)NCc2ccco2)cc1	0.0	1054	i	-7.2	0.21	1495	-0.9%	i	0.4	-4.1	9.9	i	52.4	-31.9	364	4.3	1.3	5.1
CCC(c1nnnn1Cc1ccc2c(c1)OCO2)N1CCN(CC)CC1 (stereo not drawn)	-0.1	1542	i	-3.4	-0.28	1580	-0.2%	i	0.3	-17.1	17.4	i	35.3	12.8	756	6.6	1.3	7.5
COc1ccc(-n2c(SC)nnc2-c2c[nH]c3ccccc23)cc1	·	·	i	2.9	-0.8	899	-0.1%	i	3.3	-1.8	-4.9	i	14.8	·	·	4.9	4.3	2.7
CCC(NC(=O)Cn1cnc2c(=O)n(C)c(=O)n(C)c21)c1ccccc1 (stereo not drawn)	-2.1	1144	i	2.9	-0.28	1080	0.0%	i	0.8	2.2	-1.8	i	29.1	0.4	720	2.3	1.5	11.4
O=C(NCc1ccncc1)Nc1ccc(F)cc1	·	·	i	-0.8	0.04	1238	0.2%	i	0.9	-0.1	3.9	i	18.6	5.4	675	1.7	1.4	45.9
